TNAP inh no acc = blocks human TNAP activity with no phosphate acceptor present; purified TNAP, CDP-star luminescence, 30 min; 200,000 tested, 0.26% active; P05186; inhibition, % at 20 µM;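 active = tissue-nonspecific alkaline phosphatase inhibition above about 50% at 20 µM in the single-dose screen, limit read from the data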;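 note: 0% = DMSO negative control and 100% = EDTA positive control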
TNAP act hi DEA = TNAP (human) activation, high acceptor. P05186. purified TNAP, CDP-star luminescence, 1 M DEA, 30 min; hits give high values; 0 = EDTA background, 1 = DMSO-only activity. activation factor at 20 µM. 200,000 tested, under 10 active. AID 1136;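 active = activation factor at least 2 at 20 µM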
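Measured by: Luminescent substrate turnover signal | Test system: Human TNAP | Input: TNAP 1/800 final | Dosing: 20 µM single point | Schedule: 30 min, room temperature | Controls: EDTA wells as negative control, DMSO wells as positive control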
FLuc inh counter = inhibits firefly luciferase, flagging false hits in luciferase inhibition screens; P08659; ATPLite firefly luciferase biochemical luminescence, 10 min; inhibition, % at 10 µM; 200,000 tested, 1.5% active; AID 1006;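 active = inhibition above about 50% when tested at 10 µM, limit read from the data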
Target sequence (P08659 whole entry, looked up): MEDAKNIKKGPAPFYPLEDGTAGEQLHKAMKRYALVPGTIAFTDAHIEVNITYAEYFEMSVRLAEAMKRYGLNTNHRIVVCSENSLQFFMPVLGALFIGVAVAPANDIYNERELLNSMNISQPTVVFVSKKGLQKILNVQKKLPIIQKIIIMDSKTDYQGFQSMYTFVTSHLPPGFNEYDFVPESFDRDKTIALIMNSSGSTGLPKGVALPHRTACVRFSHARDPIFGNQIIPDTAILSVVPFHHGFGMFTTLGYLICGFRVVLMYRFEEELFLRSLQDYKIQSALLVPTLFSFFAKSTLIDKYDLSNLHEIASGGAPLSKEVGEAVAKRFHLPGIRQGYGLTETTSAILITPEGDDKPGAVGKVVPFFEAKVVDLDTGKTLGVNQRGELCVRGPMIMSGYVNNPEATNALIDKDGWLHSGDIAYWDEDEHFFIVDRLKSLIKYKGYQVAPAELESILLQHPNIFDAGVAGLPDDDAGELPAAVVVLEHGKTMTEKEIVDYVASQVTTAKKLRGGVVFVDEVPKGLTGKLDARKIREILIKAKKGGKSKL
PMI act = activators of human phosphomannose isomerase; P34949; purified human PMI, coupled resazurin fluorescence, 20 min; hits give high values; 1 = vehicle control, 0 substrate-free wells; activation factor at 20 µM; 190,000 tested, 0.005% active; AID 1214;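 active = activation factor of 2 or more at 20 µM, relative to plate controls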
Target sequence (P34949 whole entry, looked up): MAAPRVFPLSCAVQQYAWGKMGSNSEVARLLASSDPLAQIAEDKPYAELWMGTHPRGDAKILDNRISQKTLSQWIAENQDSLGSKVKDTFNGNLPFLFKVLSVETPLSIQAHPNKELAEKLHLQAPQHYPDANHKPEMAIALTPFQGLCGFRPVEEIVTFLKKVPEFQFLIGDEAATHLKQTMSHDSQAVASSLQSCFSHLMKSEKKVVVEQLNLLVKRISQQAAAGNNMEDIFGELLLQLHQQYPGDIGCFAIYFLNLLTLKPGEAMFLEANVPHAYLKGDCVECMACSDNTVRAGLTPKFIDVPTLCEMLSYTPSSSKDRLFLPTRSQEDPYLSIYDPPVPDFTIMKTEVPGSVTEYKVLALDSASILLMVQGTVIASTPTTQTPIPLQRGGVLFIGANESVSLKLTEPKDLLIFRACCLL
NF-kB neuron act = raises NF-kB expression in human neuronal cells. NF-kB reporter expression; hits give high values. fold change at 12.5 µM. 190,000 tested, 1.6% active; in the data active = fold change above about 3.3
PMI act hi M6P = PMI (human) activation, high substrate; 190,000 tested, 0.34% active; activation factor at 20 µM; coupled PMI enzyme assay, resazurin fluorescence, 20 min; hits give high values; 1 = untreated enzyme, 0 = substrate-free blank;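 active = activation factor of 2 or more at 20 µM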
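Test system: human phosphomannose isomerase with PGI, G6PDH, diaphorase coupling enzymes; amount: 15 ng/mL PMI; incubation: enzyme reaction with compound 20 min at room temperature; technique: resorufin fluorescence (Ex 544/Em 590 nm) from resazurin via diaphorase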
FLuc act counter = firefly luciferase counter-screen for stimulation assays | activation factor at 10 µM | ATPlite luciferase biochemical, luminescence, 10 min; 0 = ATP-free wells, 1 = DMSO control | AID 1027 | 200,000 tested, under 10 active | P08659;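 active = luciferase activation factor, scaled between plate controls, of at least 2 with compound at 10 µM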
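Material: Luciferase/luciferin reagent mix | Doses: Test compounds dosed from 2 mM stocks in 100% DMSO | Timing: 10 min incubation after luciferase reagent addition, room temperature | Measured by: Luminescence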
bIAP act = increases bovine intestinal alkaline phosphatase activity; 200,000 tested, 0.17% active; purified bovine IAP, CDP-star luminescence, 30 min; hits give high values; fold of DMSO-control signal, blank-subtracted; activation factor at 20 µM;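 active = activation factor of 2 or more at 20 µM, a signal rise over negative controls twice the positive control's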
TNAP inh hiacc = blocks human TNAP under high phosphate acceptor concentration; P05186; AID 1135; 200,000 tested, 0.03% active; purified TNAP, CDP-star luminescence, 1 M DEA; inhibition, % at 20 µM;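 active = over 50% inhibition of tissue-nonspecific alkaline phosphatase at 20 µM in the single-dose screen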;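 note: plate controls were DMSO wells for no effect and EDTA-quenched wells as full inhibition for full effect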
APP 5'UTR act = APP 5'UTR luciferase reporter activation. SH-SY5Y APP 5'UTR luciferase reporter, luminescence; zero percent = DMSO vehicle wells. activation, % at 2 µM. 190,000 tested, 1% active. AID 1276;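 active = activation above a set limit, based on mean plus 3 SD of controls, cut at about 140% in these data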; note: values of inactives mirror those of a sister screen read the other way
* hit, by the source's call. Compounds as they come; about 3.6% have a hit in one of these screens.

What do the screens show for `CCn1c(=N)n(CC(=O)c2ccc(OC)cc2)c2ccccc21`?
TNAP inh no acc: -2.3; TNAP act hi DEA: 1; FLuc inh counter: -5.8; PMI act: 1.1; NF-kB neuron act: 1.16; PMI act hi M6P: 0.9; FLuc act counter: 1.1; bIAP act: 0.9; TNAP inh hiacc: -0.6; APP 5'UTR act: 30.8

How did CN(C)C=Nc1nc2ccccc2nc1N1CCCC1 do in these assays?
TNAP inh no acc: -12.5; TNAP act hi DEA: 1; FLuc inh counter: -5.1; PMI act: 0.8; NF-kB neuron act: 1; PMI act hi M6P: 0.8; FLuc act counter: 1.1; bIAP act: 1.3; TNAP inh hiacc: -3.6; APP 5'UTR act: 6.3

How did CCNC(=S)NN=C1c2ccccc2-c2ccccc21 do in these assays?
TNAP inh no acc: -3.2; TNAP act hi DEA: 1; FLuc inh counter: -0.6; PMI act: 1.1; NF-kB neuron act: 0.93; PMI act hi M6P: 1.1; FLuc act counter: 1; bIAP act: 0.9; TNAP inh hiacc: 4.8; APP 5'UTR act: 5.9

Results for CCC(C(=O)OCC(=O)Nc1ccc(C(N)=O)cc1)c1ccccc1 (configuration not stated) ?
TNAP inh no acc: -10.1; TNAP act hi DEA: 1; FLuc inh counter: -6.7; PMI act: 1.1; NF-kB neuron act: 0.98; PMI act hi M6P: 1; FLuc act counter: 1.1; bIAP act: 1.1; TNAP inh hiacc: -1.8; APP 5'UTR act: -5.2

Results for Cc1ccc2c(c1)CCCN2C(=O)C1CCCO1 (configuration not stated) ?
TNAP inh no acc: -7.7; TNAP act hi DEA: 1; FLuc inh counter: -1.6; PMI act: 0.8; NF-kB neuron act: 0.96; PMI act hi M6P: 0.8; FLuc act counter: 1; bIAP act: 0.9; TNAP inh hiacc: -1.2; APP 5'UTR act: -7.1

Results for COC(=O)c1ccc(NC(=O)CN2CCN(c3ccccn3)CC2)cc1 ?
TNAP inh no acc: -10.8; TNAP act hi DEA: 1.1; FLuc inh counter: -5.5; PMI act: 1; NF-kB neuron act: 1.13; PMI act hi M6P: 1; FLuc act counter: 1.1; bIAP act: 1; TNAP inh hiacc: -5.1; APP 5'UTR act: -3.8

What do the screens show for `CC(=NCCc1ccccc1)C1=C(O)C(c2ccccc2)OC1=O` (configuration not stated)?
TNAP inh no acc: -8.9; TNAP act hi DEA: 1; FLuc inh counter: -5.7; PMI act: 0.9; NF-kB neuron act: 1.01; PMI act hi M6P: 1; FLuc act counter: 1.1; bIAP act: 1; TNAP inh hiacc: -2.7; APP 5'UTR act: -2.0

What do the screens show for `O=C(CCN1C(=O)C2C3C=CC(C3)C2C1=O)NC1CCCc2ccccc21` (configuration not stated)?
TNAP inh no acc: -13.1; TNAP act hi DEA: 1; FLuc inh counter: -2.8; PMI act: 0.9; NF-kB neuron act: 0.99; PMI act hi M6P: 1; FLuc act counter: 1; bIAP act: 1; TNAP inh hiacc: -3.7; APP 5'UTR act: 12.5

What do the screens show for `CCN(CC)CCCNc1nc2cc(OC)c(OC)cc2c2nc(-c3ccccc3)nn12`?
TNAP inh no acc: -5.4; TNAP act hi DEA: 1; FLuc inh counter: -4.0; PMI act: 1; NF-kB neuron act: 0.63; PMI act hi M6P: 0.9; FLuc act counter: 1; bIAP act: 1.3; TNAP inh hiacc: -2.6; APP 5'UTR act: -2.9

What do the screens show for `CCN1/C(=C/c2ccc3cc(C)ccc3[n+]2CC)Sc2ccccc21`?
TNAP inh no acc: 28.7; TNAP act hi DEA: 0.6; FLuc inh counter: -0.8; PMI act: 1; NF-kB neuron act: 0.17; PMI act hi M6P: 1.1; FLuc act counter: 1; bIAP act: 1.2; TNAP inh hiacc: 41.9; APP 5'UTR act: -80.6

How did COc1ccc(-c2nc3ccccc3n2OC(C)C(=O)O)cc1 (configuration not stated) do in these assays?
TNAP inh no acc: -9.3; TNAP act hi DEA: 1; FLuc inh counter: 34.0; PMI act: 0.9; NF-kB neuron act: 1.57; PMI act hi M6P: 1; FLuc act counter: 0.7; bIAP act: 0.8; TNAP inh hiacc: -4.4; APP 5'UTR act: 49.8

How did O=C(CN1CCC(C(=O)c2ccc(Cl)cc2)CC1)Nc1ccc2c(c1)OCCO2 do in these assays?
TNAP inh no acc: -5.5; TNAP act hi DEA: 1; FLuc inh counter: -3.7; PMI act: 1.1; NF-kB neuron act: 0.99; PMI act hi M6P: 1.1; FLuc act counter: 1; bIAP act: 1.1; TNAP inh hiacc: -4.1; APP 5'UTR act: 1.5

Results for CCOC(=O)C1CCN(C(=O)c2ccccc2NC(C)=O)CC1 ?
TNAP inh no acc: -6.5; TNAP act hi DEA: 1; FLuc inh counter: 1.8; PMI act: 1; NF-kB neuron act: 0.95; PMI act hi M6P: 1; FLuc act counter: 1; bIAP act: 1; TNAP inh hiacc: 3.1; APP 5'UTR act: 11.9

Results for C/C(=N/NC(=O)CNC(=O)Cc1ccccc1)c1ccco1 ?
TNAP inh no acc: -2.3; TNAP act hi DEA: 1; FLuc inh counter: -3.9; PMI act: 1; NF-kB neuron act: 1.16; PMI act hi M6P: 1; FLuc act counter: 1; bIAP act: 1; TNAP inh hiacc: 1.8; APP 5'UTR act: -13.8

What do the screens show for `CC1CCC/C(=N\NC(=O)Nc2ccccc2)C1` (configuration not stated)?
TNAP inh no acc: -20.1; TNAP act hi DEA: 1; FLuc inh counter: 35.5; PMI act: 0.9; NF-kB neuron act: 1.97; PMI act hi M6P: 0.9; FLuc act counter: 0.6; bIAP act: 1.1; TNAP inh hiacc: -3.3; APP 5'UTR act: 36.0

How did Cc1ccc(C(=O)CSc2nc3ccccc3c(=O)n2-c2ccccc2)s1 do in these assays?
TNAP inh no acc: -10.0; TNAP act hi DEA: 1; FLuc inh counter: -1.9; PMI act: 1; NF-kB neuron act: 1.16; PMI act hi M6P: 1.1; FLuc act counter: 1; bIAP act: 0.9; TNAP inh hiacc: -1.8; APP 5'UTR act: -8.8

How did O=C(N/N=C/c1ccc2c(c1)OCO2)c1ccccn1 do in these assays?
TNAP inh no acc: 2.6; TNAP act hi DEA: 1; FLuc inh counter: 87.8*; PMI act: 1; NF-kB neuron act: 2.19; PMI act hi M6P: 1; FLuc act counter: 0.1; bIAP act: 1; TNAP inh hiacc: -1.5; APP 5'UTR act: 56.2

What do the screens show for `Cc1nn(CC(=O)Nc2cccnc2N2CCOCC2)c(=O)c2ccccc12`?
TNAP inh no acc: -13.2; TNAP act hi DEA: 1; FLuc inh counter: -5.4; PMI act: 1; PMI act hi M6P: 0.8; FLuc act counter: 1.1; bIAP act: 0.8; TNAP inh hiacc: -4.6

What do the screens show for `CC1(C)CC(=O)C=C(Nc2cccc(O)c2)C1`?
TNAP inh no acc: -15.3; TNAP act hi DEA: 1.1; FLuc inh counter: -2.3; PMI act: 1; NF-kB neuron act: 1.11; PMI act hi M6P: 1; FLuc act counter: 1; bIAP act: 0.9; TNAP inh hiacc: -7.8; APP 5'UTR act: 7.1

How did COc1cccc(Nc2ncnc3ccccc23)c1 do in these assays?
TNAP inh no acc: -7.5; TNAP act hi DEA: 1; FLuc inh counter: 45.5; PMI act: 1; NF-kB neuron act: 2.8; PMI act hi M6P: 1; FLuc act counter: 0.5; bIAP act: 0.9; TNAP inh hiacc: -0.3; APP 5'UTR act: 55.7

How did CCOC(=O)C1CCCN(C(=O)Cn2cnc3c2c(=O)n(C)c(=O)n3C)C1 (configuration not stated) do in these assays?
TNAP inh no acc: -10.6; TNAP act hi DEA: 1.1; FLuc inh counter: -3.7; PMI act: 1.1; NF-kB neuron act: 0.93; PMI act hi M6P: 1; FLuc act counter: 1; bIAP act: 0.9; TNAP inh hiacc: -6.1; APP 5'UTR act: 0.5

How did COc1ccc(/C=N/NC(=O)CNC(=O)COc2ccccc2)cc1 do in these assays?
TNAP inh no acc: -8.8; TNAP act hi DEA: 1; FLuc inh counter: 0.2; PMI act: 0.8; NF-kB neuron act: 1.26; PMI act hi M6P: 1; FLuc act counter: 1; bIAP act: 1; TNAP inh hiacc: -0.6; APP 5'UTR act: -25.9

What do the screens show for `CN(CP(=O)(O)C(O)c1ccccc1)S(C)(=O)=O` (configuration not stated)?
TNAP inh no acc: -8.9; TNAP act hi DEA: 1; FLuc inh counter: -1.3; PMI act: 1.1; NF-kB neuron act: 0.98; PMI act hi M6P: 1.1; FLuc act counter: 1; bIAP act: 1; TNAP inh hiacc: -4.8; APP 5'UTR act: -9.9

Results for COc1ccc(OCC(O)Cn2c(Nc3ccccc3)nc3c2c(=O)n(C)c(=O)n3C)cc1 (configuration not stated) ?
TNAP inh no acc: 1.8; TNAP act hi DEA: 1; FLuc inh counter: -10.6; PMI act: 1; NF-kB neuron act: 1.06; PMI act hi M6P: 1; FLuc act counter: 1.1; bIAP act: 0.9; TNAP inh hiacc: -4.3; APP 5'UTR act: -1.9

What do the screens show for `CCC(=O)NNc1ncnc2c1cnn2-c1cccc(C)c1`?
TNAP inh no acc: -127.6; TNAP act hi DEA: 1; FLuc inh counter: 5.3; PMI act: 1.1; NF-kB neuron act: 1.31; PMI act hi M6P: 1; FLuc act counter: 0.9; bIAP act: 1.3; TNAP inh hiacc: -2.6; APP 5'UTR act: 14.6

Results for COc1ccc(CC2(CO)CCN(Cc3ccc4c(c3)CCO4)CC2)cc1 ?
TNAP inh no acc: -2.8; TNAP act hi DEA: 0.9; FLuc inh counter: -1.9; PMI act: 1; NF-kB neuron act: 1.07; PMI act hi M6P: 1; FLuc act counter: 1; bIAP act: 1.1; TNAP inh hiacc: 5.0; APP 5'UTR act: 8.9

Results for CC1CCN(C(C(=O)Nc2ccc(C(C)C)cc2)c2ccc3c(c2)OCO3)CC1 (configuration not stated) ?
TNAP inh no acc: -7.6; TNAP act hi DEA: 1.1; FLuc inh counter: -2.2; PMI act: 1; NF-kB neuron act: 0.92; PMI act hi M6P: 1; FLuc act counter: 1; bIAP act: 1.8; TNAP inh hiacc: -11.0; APP 5'UTR act: -3.4

Results for c1coc(CSCc2cn3cccnc3n2)c1 ?
TNAP inh no acc: -12.1; TNAP act hi DEA: 1; FLuc inh counter: -0.8; PMI act: 0.9; NF-kB neuron act: 1.19; PMI act hi M6P: 0.9; FLuc act counter: 1; bIAP act: 1; TNAP inh hiacc: -4.1; APP 5'UTR act: 23.5

An excerpt from above in order of heavy-atom count, lowest first:
Results for c1coc(CSCc2cn3cccnc3n2)c1 ?
TNAP inh no acc: -12.1; TNAP act hi DEA: 1; FLuc inh counter: -0.8; PMI act: 0.9; NF-kB neuron act: 1.19; PMI act hi M6P: 0.9; FLuc act counter: 1; bIAP act: 1; TNAP inh hiacc: -4.1; APP 5'UTR act: 23.5

How did COc1ccc(/C=N/NC(=O)CNC(=O)COc2ccccc2)cc1 do in these assays?
TNAP inh no acc: -8.8; TNAP act hi DEA: 1; FLuc inh counter: 0.2; PMI act: 0.8; NF-kB neuron act: 1.26; PMI act hi M6P: 1; FLuc act counter: 1; bIAP act: 1; TNAP inh hiacc: -0.6; APP 5'UTR act: -25.9

Results for COc1ccc(OCC(O)Cn2c(Nc3ccccc3)nc3c2c(=O)n(C)c(=O)n3C)cc1 (configuration not stated) ?
TNAP inh no acc: 1.8; TNAP act hi DEA: 1; FLuc inh counter: -10.6; PMI act: 1; NF-kB neuron act: 1.06; PMI act hi M6P: 1; FLuc act counter: 1.1; bIAP act: 0.9; TNAP inh hiacc: -4.3; APP 5'UTR act: -1.9
